Rac1 wt modul – modulators of human Rac1 wildtype GTP binding | P63000 | GST-Rac1 beads, fluorescent GTP binding, flow cytometry; actives lie on both sides; 0 = cold GTP competed, 100 = untreated | GTP binding activity (% of control), % at 10 µM | 190,000 tested, 0.27% active | AID 757;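 active = GTP binding activity at least 20 points away from the 100% control level, either lower or higher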
Cdc42 wt – changes GTP binding to wildtype human Cdc42; GST-Cdc42 beads, Bodipy-GTP binding, flow cytometry; actives lie on both sides; percent activity (GTP binding), % at 10 µM; 190,000 tested, 0.2% active; AID 761;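 active = percent activity GTP binding at least 20 points away from the 100% baseline, either down as inhibitor or up as activator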;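 also: median bead fluorescence of bound Bodipy-FL-GTP at 100 nM; 0% = excess unlabeled GTP control and 100% = no compound control; below 100% means less GTP binding so inhibitor and above means activator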
Target sequence (P60953 whole entry, looked up): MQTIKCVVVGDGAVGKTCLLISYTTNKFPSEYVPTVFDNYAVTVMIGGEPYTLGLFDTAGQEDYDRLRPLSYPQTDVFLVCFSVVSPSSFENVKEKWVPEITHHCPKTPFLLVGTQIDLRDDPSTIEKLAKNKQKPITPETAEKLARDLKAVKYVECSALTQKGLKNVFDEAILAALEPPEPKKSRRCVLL
GSH fluor – GSH bead compound fluorescence profile | GSH beads flow cytometry, compound fluorescence 488/530 nm; active compounds read high | fluorescence (KMESF) at 10 µM | 190,000 tested, 0.25% active; in the data active = fluorescence above about 89;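 also: glutathione beads carrying GST-tagged Bcl family fusion proteins plus one bare bead set; values are compound well signal with DMSO vehicle wells as background; inactives centre near 16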
Pf gametocyte – kills late stage P. falciparum gametocytes; P. falciparum stage V gametocytes, ATP luminescence, 24 h; inhibition, % at 10.9 µM; 150,000 tested, 0.065% active; AID 743093;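 active = inhibition above the mean plus 3 SD of compounds within the control limits, set per campaign, cut at about 38% in these data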;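 also: 0% = DMSO wells and 100% = medium only without gametocytes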
ABCB1 block – human ABCB1 inhibition, ABCG2 as counter-screen; CCRF-Adr cells, JC-1 efflux, flow cytometry; AID 1326; P08183; 190,000 tested, 0.067% active; inhibition, % at 6.6 µM; in the data active = inhibition above about 40%;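 also: 0% = vehicle and 100% = reference inhibitor; higher value means more JC-1 retained so stronger ABCB1 efflux block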
Avidin fluor – compound fluoresces at 488/530 nm on avidin beads. compound fluorescence 488/530 nm, flow cytometry; active compounds read high. fluorescence (KMESF) at 10 µM. 220,000 tested, 0.38% active; in the data active = fluorescence above about 47; also: inactives centre near 10
Rab2 wt GTP – changes GTP binding to wildtype dog Rab2A, up or down; GST-Rab2 wt beads, Bodipy-GTP binding, flow cytometry; GTP binding activity, % at 10 µM; 190,000 tested, 0.19% active; AID 760;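 active = GTP binding activity at least 20 points away from 100%, either lowered or raised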;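 also: 0% = beads with excess unlabeled GTP and 100% = no-compound control corrected for plate trend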
Rac1 act GTP bind – human Rac1 activated mutant GTP binding change. P63000. GST-Rac1 activated beads, fluorescent GTP binding, flow cytometry; actives lie on both sides; 100% means binding = to untreated wells. percent activity (GTP binding), % at 10 µM. 190,000 tested, 0.11% active;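 active = GTP binding at least 20 percentage points away from the 100% baseline, in either direction, so actives lie on both sides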
ABCG2 block – human ABCG2 inhibition, ABCB1 as counter-screen | Q9UNQ0 | IgMXP3 cells, JC-1 efflux, flow cytometry | AID 1325 | 190,000 tested, 0.1% active | inhibition, % at 6.6 µM;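 active = inhibition above 80%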;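 also: 0% = DMSO and 100% = nicardipine control wells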
Target sequence (Q9UNQ0 whole entry, looked up): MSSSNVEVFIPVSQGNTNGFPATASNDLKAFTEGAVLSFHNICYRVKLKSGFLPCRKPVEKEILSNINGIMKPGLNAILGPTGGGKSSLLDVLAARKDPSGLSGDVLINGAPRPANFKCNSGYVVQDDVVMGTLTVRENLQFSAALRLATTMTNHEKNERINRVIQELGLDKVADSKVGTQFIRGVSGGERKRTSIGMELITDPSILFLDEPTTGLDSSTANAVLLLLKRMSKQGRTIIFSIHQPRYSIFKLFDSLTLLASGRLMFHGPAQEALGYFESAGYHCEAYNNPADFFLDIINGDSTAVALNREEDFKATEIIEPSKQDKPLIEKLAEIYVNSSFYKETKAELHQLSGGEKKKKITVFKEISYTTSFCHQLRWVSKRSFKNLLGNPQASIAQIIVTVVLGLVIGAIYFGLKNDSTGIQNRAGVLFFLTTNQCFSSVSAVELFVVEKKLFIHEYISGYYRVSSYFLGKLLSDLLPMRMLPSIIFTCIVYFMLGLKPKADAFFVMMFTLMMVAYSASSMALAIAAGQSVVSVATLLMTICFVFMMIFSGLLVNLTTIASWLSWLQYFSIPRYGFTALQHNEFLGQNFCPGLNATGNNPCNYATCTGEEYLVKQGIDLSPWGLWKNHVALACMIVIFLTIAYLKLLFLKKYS
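Test system: ABCG2 IgMXP3 and barcoded ABCB1 CCRF-Adr cell mix; Schedule: cells with compound and JC-1, 10 min at 25 °C, rotating, no wash; Technique: flow cytometry of retained JC-1 fluorescence; Measure: % inhibition of efflux relative to nicardipine and DMSO; Controls: nicardipine high and DMSO low controls.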
Rab7 wt modul – alters GTP binding to wildtype dog Rab7 | 190,000 tested, 0.055% active | GST-Rab7 beads, fluorescent GTP binding, flow cytometry; actives lie on both sides; untreated = 100%, excess cold GTP = 0% | GTP binding activity (percent of control), % at 10 µM;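 active = fluorescent GTP binding to Rab7 beads changed by at least 20 points from the 100% baseline, either direction, mostly lower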;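 also: median green fluorescence of bound Bodipy-FL-GTP per Rab7 bead population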
HRas wt GTP – modulators of GTP binding to human HRas wildtype; GST-Ras wt beads, Bodipy-FL-GTP binding, flow cytometry; actives lie on both sides; GTP binding activity, % at 10 µM; 190,000 tested, 0.14% active; AID 759;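 active = GTP binding activity at least 20% away from the 100% baseline, either lowered as inhibitor or raised as activator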;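 also: 0% = unlabeled GTP competition control and 100% = no-compound control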
* = called active by the depositor; . = not tested or not shown.

SMILES	Rac1 wt modul	Cdc42 wt	GSH fluor	Pf gametocyte	ABCB1 block	Avidin fluor	Rab2 wt GTP	Rac1 act GTP bind	ABCG2 block	Rab7 wt modul	HRas wt GTP
Cc1ccc(C)c2nc3sc(C(=O)N4CCOCC4)c(N)c3cc12	103	99	11	20	-4.1	8	98	102	9	100	99
CC(=O)Nc1ccc(Oc2ccc([N+](=O)[O-])cc2Cl)cc1	100	95	28	-14	0.7	10	92	93	4	94	93
CCOC(=O)c1cn(Cc2cccc(C)c2)nn1	103	104	10	-8	0.0	5	102	102	0	100	101
O=C(OCc1ccccc1Cl)c1cccnc1Cl	97	99	5	-4	-0.1	9	95	96	0	94	98
O=C(NCCCN1CCOCC1)c1ccc(Cl)cc1[N+](=O)[O-]	103	99	12	-25	0.2	11	100	96	1	101	98
COc1ccc(NC(=S)N2CCN(c3ccccn3)CC2)cc1OC	101	103	11	-30	0.8	21	98	98	39	102	101
CC1(C)CC(CC(=O)NNc2nc(-c3ccccc3)cs2)C(=O)O1 (stereo not given)	102	100	11	1	-0.1	1	96	98	0	102	102
CCCn1c(SCC(=O)NC2CCCC(C)C2C)n[nH]c1=O (stereo not given)	103	99	58	.	0.0	6	98	100	0	98	101
CC12CC3(C)CC(C)(C1)CC(C(=O)Nc1nn[nH]n1)(C2)C3	106	104	11	.	0.9	18	101	99	1	102	104
CC(C)NC(=S)N(C)C1(c2ccccc2Cl)CCCCC1=O (stereo not given)	109	101	5	10	0.9	3	100	99	5	100	99
COc1ccccc1OCC(=O)Nc1ccc(O)cc1C(=O)O	100	99	8	2	0.2	11	100	96	1	103	101
O=[N+]([O-])c1cc2c(cc1/C=N/Nc1nc(Nc3ccccc3)nc(N3CCCCC3)n1)OCO2	101	98	9	.	-0.2	10	94	96	-1	95	97
COC(=O)COc1ccc2c(-c3ccc(OC)cc3)cc(=O)oc2c1	105	98	42	2	-0.3	7	98	97	14	101	100
O=C(CCC1CCCN(C(=O)Cn2cnnn2)C1)NCc1ccccc1F (stereo not given)	95	96	14	-10	0.6	9	98	96	1	97	96
CCOC(=O)/C(C#N)=C1/C=Nc2ccccc2N1	102	106	68	15	0.1	8	104	100	1	101	104
O=C(O)c1ccoc1CN1CCCCC1	103	97	27	15	0.4	4	100	98	1	101	100
CCOC(=O)C(NC(=O)CCC(=O)Nc1ccc(S(N)(=O)=O)cc1)C(O)c1ccccc1 (stereo not given)	106	104	30	.	0.4	15	102	100	4	101	105
CC(C)n1c(SCc2ccc(Cl)cc2)nc2c1c(=O)[nH]c(=O)n2C	104	99	17	8	0.0	29	101	99	-1	101	99
CC(C)C(C(=O)NCc1ccco1)N(C(=O)CNS(=O)(=O)c1ccccc1)c1ccccc1 (stereo not given)	99	95	27	11	0.5	11	96	95	0	95	95
COc1cc(Cl)cc(C(=O)O)c1OCC(=O)O	94	93	18	8	0.1	11	95	95	0	94	93

Among those listed so far, two contain an aryl thioether with sulfur outside any ring.
SMILES	Rac1 wt modul	Cdc42 wt	GSH fluor	Pf gametocyte	ABCB1 block	Avidin fluor	Rab2 wt GTP	Rac1 act GTP bind	ABCG2 block	Rab7 wt modul	HRas wt GTP
CCCn1c(SCC(=O)NC2CCCC(C)C2C)n[nH]c1=O (stereo not given)	103	99	58	.	0.0	6	98	100	0	98	101
CC(C)n1c(SCc2ccc(Cl)cc2)nc2c1c(=O)[nH]c(=O)n2C	104	99	17	8	0.0	29	101	99	-1	101	99

The main list resumes, repeating the six entries before the break.
SMILES	Rac1 wt modul	Cdc42 wt	GSH fluor	Pf gametocyte	ABCB1 block	Avidin fluor	Rab2 wt GTP	Rac1 act GTP bind	ABCG2 block	Rab7 wt modul	HRas wt GTP
CCOC(=O)/C(C#N)=C1/C=Nc2ccccc2N1	102	106	68	15	0.1	8	104	100	1	101	104
O=C(O)c1ccoc1CN1CCCCC1	103	97	27	15	0.4	4	100	98	1	101	100
CCOC(=O)C(NC(=O)CCC(=O)Nc1ccc(S(N)(=O)=O)cc1)C(O)c1ccccc1 (stereo not given)	106	104	30	.	0.4	15	102	100	4	101	105
CC(C)n1c(SCc2ccc(Cl)cc2)nc2c1c(=O)[nH]c(=O)n2C	104	99	17	8	0.0	29	101	99	-1	101	99
CC(C)C(C(=O)NCc1ccco1)N(C(=O)CNS(=O)(=O)c1ccccc1)c1ccccc1 (stereo not given)	99	95	27	11	0.5	11	96	95	0	95	95
COc1cc(Cl)cc(C(=O)O)c1OCC(=O)O	94	93	18	8	0.1	11	95	95	0	94	93
Cc1cc(S(=O)(=O)N2CCCC2)ccc1OCC(=O)N1CCOCC1	106	102	34	.	0.2	16	100	98	4	104	101
O=C(CN1C(=O)NC2(CCCC2)C1=O)N1CCc2ccccc2C1	94	94	20	-4	-0.2	10	96	94	0	98	95
CCCc1nnc(NS(=O)(=O)c2ccc(OC)cc2)s1	97	92	28	8	0.3	8	93	93	1	96	93
CCOc1ccc2noc3c2c1C(=O)c1ccccc1-3	87	91	9	.	2.9	4	93	92	5	96	92
O=C(CSCc1ccccc1)N/N=C/c1ccc(OCC(=O)N2CCCCC2)cc1	101	96	8	.	1.2	16	99	100	8	95	99
CCCCCOC(=O)C(C)c1c(C)[nH]c(=S)[nH]c1=O (stereo not given)	105	104	31	.	0.5	13	102	97	15	99	101
O=C(NC1CCCC1)C1=COCCO1	108	108	11	-7	0.7	20	104	100	2	103	104
COC(=O)C1=C(C)NC2=C(C(=O)CC(C)(C)C2)C1c1ccsc1 (stereo not given)	99	97	11	5	0.5	6	98	100	9	99	98
CC(=NCCCn1ccnc1)c1c(C)[nH]n(-c2ccc([N+](=O)[O-])cc2)c1=O	101	96	16	.	1.4	11	96	97	16	95	96
CCCC(=O)NC(=S)c1c(C)n(C)n(-c2ccccc2)c1=O	98	96	14	-26	0.1	8	99	97	2	104	98
CC1(C)CC(=O)C(C=NCCN2CCN(C(=S)Nc3cccc(Cl)c3)CC2)=C(O)C1	104	105	30	-10	0.3	8	100	99	4	99	103
CCOCC(=O)Nc1nc2c(s1)C(=O)CC(C)(C)C2	101	97	22	.	0.8	5	100	96	6	100	100
CCOP(=O)(OCC)C(NCc1ccccc1)c1ccc(Br)cc1 (stereo not given)	105	100	10	19	1.9	20	103	98	5	106	104
CCc1cc2c3c(c1)C1(C(=O)N3C(C)(C)C=C2C)C(C#N)=C(N)Oc2[nH]c(=O)[nH]c(=O)c21 (stereo not given)	100	97	69	16	0.5	9	99	93	1	104	95
O=C(/C=C/c1ccc(Cl)cc1Cl)c1cccnc1	92	88	12	-10	0.3	26	90	90	2	91	90
N[C@@H](Cc1ccccc1)c1nnc(SCc2ccccc2Cl)o1	98	101	16	-8	1.1	11	99	98	3	99	98
O=C(NNC(=O)c1cccs1)c1ccc(S(=O)(=O)N2CCCCC2)cc1	104	102	10	8	0.2	6	100	101	1	97	101
O=C(OCc1nc2ccccc2c(=O)[nH]1)c1cccs1	113	104	14	1	0.1	9	104	103	1	104	102
Cc1ccc(S(=O)(=O)n2nc(C)cc2N)cc1	101	100	18	-11	0.3	7	101	96	1	105	103
O=C(Cc1cccs1)N(Cc1ccco1)C1(C(=O)NC2CCCCC2)CCCCC1	106	105	13	.	0.8	14	100	102	2	99	104
O=C(O)COc1ccccc1/C=N/NC(=O)c1cccc(S(=O)(=O)N2CCOCC2)c1	102	99	11	6	0.1	10	96	97	0	96	98
Cc1cc([N+](=O)[O-])nn1CCCC(=O)Nc1cccc(Cl)c1Cl	97	93	16	2	0.9	15	94	92	3	94	94
Cc1ccc(C(=O)N/C(=C\c2cccc([N+](=O)[O-])c2)C(=O)NCc2ccncc2)cc1	102	100	9	.	-0.1	5	101	101	-1	99	101
CC(=O)Nc1ccc(C(=O)NNC(=O)Cc2ccccc2)cc1	95	97	11	29	-0.5	10	97	93	0	101	96
Cc1c(O)c(CN2CCCCC2)cc2c3c(c(=O)oc12)CCC3	102	103	15	-16	0.8	29	101	100	2	100	103
C#CCOc1ccccc1CNc1ccccc1	103	98	7	.	-1.2	5	96	100	-6	96	95
Cc1nn2c(COc3ccc(NC(=O)c4ccccc4)cc3)nnc2c2ccccc12	98	100	10	.	3.0	13	96	99	8	96	100
COc1ccc(Cc2noc(CN3CCCN(Cc4ccc(F)cc4)CC3)n2)cc1OC	98	96	9	-15	0.0	7	101	97	-1	94	96
CCCNC(=O)C/C(C)=N/NC(=O)C(=O)Nc1ccccn1	92	98	30	-5	0.3	6	96	97	1	94	93
COc1ccccc1NC(=O)COC(=O)c1ccc([N+](=O)[O-])s1	100	98	10	4	1.4	12	99	93	20	102	96
CN(C)/C=C1\Oc2ccc3ccccc3c2C1=O	96	94	7	-14	-0.4	24	97	95	0	108	95
O=C(c1cc(-c2ccccc2)nc2ccccc12)N1N=C(C(F)F)CC1(O)C(F)F (stereo not given)	99	96	34	.	0.0	18	97	97	0	96	97
Cc1ccc(CN2CCSc3sccc3C2=O)cc1	92	92	11	.	0.7	4	91	88	4	95	92
CC(C)C(OC(=O)c1cccs1)C(=O)NC1CCCCC1 (stereo not given)	107	101	16	-14	1.1	5	100	100	4	99	101
Clc1ccc2nc(CSc3ncn[nH]3)cn2c1	91	96	18	-6	0.8	8	94	95	7	98	95
CCC12CC3CC(C1)CC(C(=O)Nc1nn[nH]n1)(C3)C2	100	101	26	.	0.5	15	99	99	2	100	100
O=C(NC(Cc1ccccc1)C(=O)O)/C(=C/c1ccc(F)cc1)NC(=O)c1ccccc1 (stereo not given)	101	100	11	-12	1.6	23	99	97	4	100	98
